Assay outcomes (PubChem BioAssay)
TbHK1 inh – T. brucei hexokinase 1 inhibition. recombinant TbHK1, G6PDH-coupled NADH A340. hit rate 0.11% among 220,000. inhibition, % at 10 µM. AID 1430;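 active = inhibition of 50% or more in the single-dose primary screen; inactive = inhibition below 50%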
PPC-1+TRAIL kill – kills PPC-1 cancer cells in the presence of TRAIL; PPC-1 cells + TRAIL, ATPLite viability luminescence; cell killing (% activity), % at 4 µM; hit rate 0.41% among 220,000; AID 1443;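 active = cell killing above 50% in the first pass at 4 µM, then a duplicate retest at 5 µM averaging 50% or more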;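 also: plate controls were cells with TRAIL plus DMSO for no effect and medium-only wells lacking cells for full effect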
BaF3 tox – reduces parental Ba/F3 cell viability, JAK2V617F counter-screen; CellTiter-Glo ATP luminescence; inhibition, % at 5.6 µM; hit rate 1.1% among 220,000; AID 1486;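 active = inhibition above a per-campaign cutoff, the mean inhibition of all tested compounds plus 3 SD, cut at about 27% in these data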;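 also: 0% = DMSO wells and 100% = JAK Inhibitor I control wells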
NCF1 inh – blocks human p47phox regulatory protein of NADPH oxidases. p47phox/p22phox peptide binding, fluorescence polarization, 2 h. inhibition, % at 24.7 µM. hit rate 0.53% among 220,000. AID 1274;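 active = inhibition above about 30%, limit read from the data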;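 also: 0% = p47phox with labelled peptide and 100% = labelled peptide alone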
Target sequence (P14598 whole entry, looked up): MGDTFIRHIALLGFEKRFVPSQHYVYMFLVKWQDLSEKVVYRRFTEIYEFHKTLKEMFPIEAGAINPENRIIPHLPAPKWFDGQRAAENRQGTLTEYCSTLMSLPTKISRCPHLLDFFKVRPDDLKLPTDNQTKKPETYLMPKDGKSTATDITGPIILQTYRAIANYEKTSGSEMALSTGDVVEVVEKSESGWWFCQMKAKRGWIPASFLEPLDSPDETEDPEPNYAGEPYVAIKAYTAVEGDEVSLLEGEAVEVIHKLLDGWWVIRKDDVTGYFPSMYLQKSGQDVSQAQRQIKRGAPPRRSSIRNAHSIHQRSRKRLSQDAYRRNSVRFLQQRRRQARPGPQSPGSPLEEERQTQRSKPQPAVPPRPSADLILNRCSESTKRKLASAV
Ba/F3 V617F tox – reduce viability of Ba/F3 cells dependent on JAK2V617F. Ba/F3 EpoR-JAK2V617F viability, ATP luminescence. inhibition, % at 5.6 µM. hit rate 1.1% among 220,000;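 active = inhibition above the campaign mean plus 3 SD over all tested compounds, cut at about 24% in these data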;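 also: cytokine-independent growth of Ba/F3 cells driven by EpoR plus mutant JAK2; 0% = DMSO-treated cells and 100% = JAK inhibitor I control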
EP2 antag – inhibitors of human EP2 prostaglandin E2 receptor; P43116; C6 glioma cells expressing human EP2, cAMP TR-FRET; cells stimulated with saturating PGE2; inhibition, % at 25 µM; hit rate 0.52% among 260,000; AID 1422;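 active = percent inhibition above 40 after rounding to a whole number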;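 also: rat C6 glioma host cells with rolipram phosphodiesterase inhibitor present; the protocol text gives 20 µM as final concentration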
Target sequence (P43116 whole entry, looked up): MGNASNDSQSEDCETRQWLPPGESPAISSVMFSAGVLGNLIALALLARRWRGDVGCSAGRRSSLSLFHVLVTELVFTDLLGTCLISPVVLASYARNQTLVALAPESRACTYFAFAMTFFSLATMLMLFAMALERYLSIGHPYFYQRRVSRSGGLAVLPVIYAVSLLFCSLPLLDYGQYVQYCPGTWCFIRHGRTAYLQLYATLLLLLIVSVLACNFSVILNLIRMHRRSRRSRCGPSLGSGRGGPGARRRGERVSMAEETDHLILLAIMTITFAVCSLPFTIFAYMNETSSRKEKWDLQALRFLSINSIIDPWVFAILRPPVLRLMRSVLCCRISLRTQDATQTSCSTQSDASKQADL
Furin inhibitor – inhibitors of human furin | purified furin, fluorogenic substrate cleavage | P09958 | inhibition, % at 30 µM | hit rate 0.061% among 220,000 | AID 463115; in the data active = inhibition above about 25%; also: inactives centre near -15
RBBP9 inhibitor – human RBBP9 hydrolase inhibition; inhibition, % at 7.94 µM; hit rate 0.2% among 220,000; recombinant RBBP9, FP-Rh probe fluorescence polarization; O75884;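 active = inhibition above the campaign mean of all tested compounds plus 3 SD, cut at about 14% in these data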;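 also: plate controls were DMSO wells with RBBP9 for no effect and wells lacking RBBP9 protein for full effect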
Target sequence (O75884 whole entry, looked up): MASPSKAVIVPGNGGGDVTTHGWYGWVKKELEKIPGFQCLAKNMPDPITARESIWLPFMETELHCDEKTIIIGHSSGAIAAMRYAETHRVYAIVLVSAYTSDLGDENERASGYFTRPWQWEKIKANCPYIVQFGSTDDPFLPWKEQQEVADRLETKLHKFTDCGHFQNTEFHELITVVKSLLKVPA
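System: RBBP9 protein / Buffer or medium: Tris/NaCl buffer pH 8.0 with 0.1% Pluronic / Probe or stimulus: Serine-hydrolase probe FP-Rh, 375 nM pre-mixing / Dosing: 7.94 µM single dose, 0.794% DMSO / Times: enzyme-compound preincubation 30 min, then probe labeling 45 min, 25 °C / Technique: fluorescence polarization (mP), excitation 525 nm, emission 598 nm / Replication: singlicate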
p97 inhibitor – inhibitors of human p97 ATPase; recombinant p97 ATPase, Kinase-Glo ATP luminescence, 3 h; inhibition, % at 8 µM; hit rate 0.42% among 220,000; AID 1481; in the data active = inhibition above about 15%;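 also: 0% = DMSO vehicle and 100% = wells lacking enzyme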
* hit, by the source's call; nt = no result given; & = joins results of further samples; [ ] = dose if it differs, or a comment. A portion of the library; the hit share may differ from the screen's.

SMILES	TbHK1 inh	PPC-1+TRAIL kill	BaF3 tox	NCF1 inh	Ba/F3 V617F tox	EP2 antag	Furin inhibitor	RBBP9 inhibitor	p97 inhibitor
CCOCCCNC(=O)C1CCCCN1S(=O)(=O)c1ccc(F)cc1 (stereo unspecified)	-1	10	1	-7	-2	11	-11	-5	2
COc1cccc(CC(=O)N[C@@H](CCSC)c2nc3ccccc3[nH]2)c1	1	-1	6	-6	0	1	-16	-3	3
CC(O)c1nc2ccccc2n1CC(=O)N1CCN(c2ccccc2)CC1 (stereo unspecified)	0	6	7	1	1	0	-25	-20	2
Cc1ccc(NC(=O)/C(=C\C=C\c2ccccc2)NC(=O)c2ccccc2)cc1	-32	33	5	-8	4	11	0[20 µM]	1	-2
CCCCNS(=O)(=O)c1ccc2nc(SCC(=O)Nc3cc(C)cc(C)c3)[nH]c2c1	8	24	0	-12	-4	10	-12	-27	3
CCC(=O)c1c[nH]c(C(=O)N2CCN(c3ccccc3)CC2)c1	9	9	1	4	5	4	-19	-8	-2
COC(=O)C(O)(CC(=O)Nc1ccc(OC(F)(F)F)cc1)C(F)(F)F (stereo unspecified)	-1	4	0	-5	-5	1	-11[20 µM]	1	-1
CCN(CC)CCNc1nc2ccccc2n1C	-3	12	2	-4	-1	18	-19[20 µM]	0	1
CCn1c(=O)cc(SCC(=O)Nc2ccc(Cl)cc2)c2ccccc21	1	3	-4	-3	-2	8	-36[20 µM]	-11	3
CC(=O)N1C2CCCCC2S[C@H]2CCCCC21 (stereo partly specified)	1	-18	0	1	-2	12	-16	-4	2
CCN(CC)C1=N/C(=C\c2ccco2)C(=O)N1c1ccccc1	-8	11	7	-18	0	7	10	3	3
c1cc2c(nn1)CCc1nonc1-2	1	-8	-1	-12	-4	8	-26	0	3
COc1ccc(C)cc1NC(=O)C(=O)N/N=C(\C)CC(=O)Nc1cccnc1	-4	-8	3	-13	1	4	-15	-8	-5
CS(=O)(=O)c1ccc2nc(NC(=O)c3ccc(NS(=O)(=O)c4cccc([N+](=O)[O-])c4)cc3)sc2c1	-39	15	-6	-12	-2	10	-28	-2	7
Cc1cccc(NC(=O)CSc2nc(C)nc3c2c(=O)n(C)c(=O)n3C)c1	-4	10	5	-5	-2	10	-20	-5	3
CCOc1cc(C(=O)N(C)Cc2cc3cc(OC)ccc3[nH]c2=O)cc(OCC)c1OCC	-13	-10	0	-7	-2	14	-4[20 µM]	-8	2
O=C(COc1ccc(Cl)cc1)NCC(=O)N/N=C/c1cccs1	-6	4	7	5	-2	8	-24	-10	2
CN(C)CC(=O)Nc1ccc(S(N)(=O)=O)cc1	0	0	6	-9	2	4	-9[20 µM]	-7	-3
Cc1ccc(NC(=S)N(CCN(C)C)C(C)c2ccco2)cc1C (stereo unspecified)	16	-5	4	-8	0	12	-6	0	5
Cc1nn(-c2ccccc2)c(C)c1/C=C/C(=O)OCC(=O)Nc1ncc(Cl)cc1Cl	34	-4	8	-20	-1	9	-11	-6	4
O=C(Nc1ccc(N2CCOCC2)c(S(=O)(=O)Nc2cc(Cl)ccc2Cl)c1)c1cccnc1	0	0	-2	-25	6	3	-21	0	-7
O=C(CCN1C(=O)c2ccccc2S1(=O)=O)Nc1ccc2c(c1)OCCO2	-3	10	0	7	0	9	-24[20 µM]	-2	4
Cc1ccccc1Sc1c(C#N)c(-c2ccccc2)nn1C	6	18	2	-16	8	4	-12	-5	1
O=C(c1cc2cc(Cl)ccc2oc1=O)N1CCOCC1	-12	8	-2	6	-5	7	-3[20 µM]	8	4
CCOC(=O)N1CCC(NC(=O)CN2C(=O)CCSc3ccccc32)CC1	-1	0	1	-3	-5	16	-15	-1	4
C#CCSc1n[nH]c(=O)n1-c1cccc(C(F)(F)F)c1	-6	-2	-1	-2	-2	8	-10	-12	0
Cc1c(C(C)NC(=O)Nc2ccc(F)cc2F)cnn1C (stereo unspecified)	6	-3	2	-7	-2	4	-24[20 µM]	-4	1
Cc1cc(NS(=O)(=O)c2ccc(NC(=O)CN3C(=O)c4ccccc4C3=O)cc2)nc(C)n1	3	-13	8	-9	6	4	-20	4	-1
CCOC(=O)c1c(C)[nH]c(C)c1C(=O)COC(=O)/C=C/c1cccc(C(F)(F)F)c1	1	15	1	-34	-6	3	-6	-6	3
CCOC(=O)c1[nH]c2ccccc2c1NC(=S)Nc1ccccc1	-10	-4	4	-14	-3	nt	-15	-10	5
CCOC(=O)N1CCN(c2ccc(C(=O)CC)cc2F)CC1	-9	-7	-2	9	-4	8	-10	-12	-4
O=C(COc1ccccc1C(=O)Nc1ccccc1)c1ccc(F)cc1	-5	5	4	-1	0	11	-21	-5	4
CCOc1cc(C2c3c(n[nH]c3C)C(=O)N2c2ccc(Br)cc2)ccc1O (stereo unspecified)	0	18	10	-9	0	9	-30[20 µM]	-5	4
N=C1C(c2nc3ccccc3c(=O)[nH]2)=C(O)CN1CCc1ccccc1	-1	22	0	11	4	15	-7	-11	-12
O=C(c1ccc(F)cc1)C1CCN(C(=S)NCC2CCCO2)CC1 (stereo unspecified)	-4	11	6	-43	-2	6&5	-29	0	3
CCOC(=O)/C=C(\C)Sc1cc(O)c2ccccc2c1O	-6	35	0	9	0	69*	-11	9	36*
COc1ccc2[nH]c3c(=O)n(Cc4ccncc4)cnc3c2c1	-17	15	-1	-4	6	12	-10	-2	-1
Cc1ccc(/C=C/C(=O)Nc2cc(C)on2)cc1	-2	37	3	4	-3	14	-25[20 µM]	-6	4
CC1(C)CC(=O)C(C(C2=C(O)CC(C)(C)CC2=O)c2ccc(Cl)c([N+](=O)[O-])c2)C(=O)C1 (stereo unspecified)	25	15	8	-3	4	3	-13	3	2
COC(=O)c1ccc(NC(=O)COc2ccc(C3C(C#N)=C(N)Oc4c3ccc3ccccc43)cc2OC)cc1 (stereo unspecified)	-1	19	12	-25	5	4	-5	-5	-2
CCOCCCNC(=O)c1ccccc1SCC	2	24	7	-7	0	7	-18[20 µM]	2	4
COC(=O)c1cc(C(=O)c2ccc(Cl)cc2Cl)cn1C	9	16	3	-5	2	3	-10[20 µM]	-4	-6
CCc1nnc(NC(=O)C(C)Sc2ccccc2)s1 (stereo unspecified)	-3	11	5	-12	-1	6	-10	-8	0
O=C(N/N=C\c1ccc(Oc2ccccc2)cc1)c1csnn1	-4	8	3	-5	3	4	-18	-2	-4
CCOC(=O)C(Nc1ccc2ccccc2c1)C(=O)OCC	38	32	1	-1	-1	14	-10	4	1
CCOc1cc(/C=C(/C#N)c2ccc(Cl)cc2)cc(Cl)c1OCC(=O)O	-12	6	5	-9	-2	4	-24	-7	-1
CC1CCCN(CC(O)CN)C1 (stereo unspecified)	2	-5	1	5	-4	4&8	-17[20 µM]	-3	4
CS(=O)(=O)N1CC2CCCN2c2ccc(C(F)(F)F)cc21 (stereo unspecified)	2	-5	9	-8	3	11	-29	-2	0
CCOC(=O)CSC1=N/C(=C\c2cc(OC)c(OC)c(OC)c2)C(=O)N1C	-17	12	3	-11	1	9	-9	3	1
COc1ccc(-n2c(SCC(=O)NCCCN3CCCC3=O)nnc2C(C)N2CCCCC2)cc1 (stereo unspecified)	-3	10	5	-8	2	4	-17	4	4
(cont.)
SMILES	TbHK1 inh	PPC-1+TRAIL kill	BaF3 tox	NCF1 inh	Ba/F3 V617F tox	EP2 antag	Furin inhibitor	RBBP9 inhibitor	p97 inhibitor
O=C(Oc1ccc([N+](=O)[O-])cc1)c1cncc(Br)c1	23	16	7	-5	-1	10	-4	-6	4
C=C(C)Cn1c(C)cc(C)c(S(=O)(=O)c2cccc(C)c2)c1=O	11	12	0	1	4	6	-3	-3	-8
CCCCCOc1ccc(NC(=O)c2cc(SC)ccc2Cl)cc1	6	2	-2	-7	-2	14	-15	-4	2
CCCCNC(=O)c1cccc2c(=O)c(C)c(-c3ccccc3)oc12	1	5	1	-3	-1	7	-18	0	3
O=C(CSc1nnc(SCc2ccccc2)s1)N/N=C/c1ccc(Cl)cc1Cl	-9	3	4	-6	-4	6	-23	-3	4
O=C(COC(=O)C1CC1)Nc1ncc(C(F)(F)F)cc1Cl	8	-12	8	-19	-4	4	-43	-1	-1
Cc1ccc(NC(=O)c2ccco2)c(NC(=O)c2cccs2)c1	-2	10	3	-11	-1	7	2[20 µM]	-7	3
CN(Cc1ccccc1)C(=O)CSc1nc2ccccc2c(=O)n1Cc1ccco1	-2	16	-3	-16	-3	2	-14	5	7
O=C(CSc1nnnn1-c1ccc2c(c1)OCO2)NCc1cccs1	0	17	4	-11	-2	6	-4[20 µM]	-9	4

Structural class, the compounds so far with an aryl thioether with sulfur outside any ring.
SMILES	TbHK1 inh	PPC-1+TRAIL kill	BaF3 tox	NCF1 inh	Ba/F3 V617F tox	EP2 antag	Furin inhibitor	RBBP9 inhibitor	p97 inhibitor
CCCCNS(=O)(=O)c1ccc2nc(SCC(=O)Nc3cc(C)cc(C)c3)[nH]c2c1	8	24	0	-12	-4	10	-12	-27	3
CCn1c(=O)cc(SCC(=O)Nc2ccc(Cl)cc2)c2ccccc21	1	3	-4	-3	-2	8	-36[20 µM]	-11	3
Cc1cccc(NC(=O)CSc2nc(C)nc3c2c(=O)n(C)c(=O)n3C)c1	-4	10	5	-5	-2	10	-20	-5	3
Cc1ccccc1Sc1c(C#N)c(-c2ccccc2)nn1C	6	18	2	-16	8	4	-12	-5	1
C#CCSc1n[nH]c(=O)n1-c1cccc(C(F)(F)F)c1	-6	-2	-1	-2	-2	8	-10	-12	0
CCOC(=O)/C=C(\C)Sc1cc(O)c2ccccc2c1O	-6	35	0	9	0	69*	-11	9	36*
CCOCCCNC(=O)c1ccccc1SCC	2	24	7	-7	0	7	-18[20 µM]	2	4
CCc1nnc(NC(=O)C(C)Sc2ccccc2)s1 (stereo unspecified)	-3	11	5	-12	-1	6	-10	-8	0
COc1ccc(-n2c(SCC(=O)NCCCN3CCCC3=O)nnc2C(C)N2CCCCC2)cc1 (stereo unspecified)	-3	10	5	-8	2	4	-17	4	4
CCCCCOc1ccc(NC(=O)c2cc(SC)ccc2Cl)cc1	6	2	-2	-7	-2	14	-15	-4	2
O=C(CSc1nnc(SCc2ccccc2)s1)N/N=C/c1ccc(Cl)cc1Cl	-9	3	4	-6	-4	6	-23	-3	4
CN(Cc1ccccc1)C(=O)CSc1nc2ccccc2c(=O)n1Cc1ccco1	-2	16	-3	-16	-3	2	-14	5	7
O=C(CSc1nnnn1-c1ccc2c(c1)OCO2)NCc1cccs1	0	17	4	-11	-2	6	-4[20 µM]	-9	4
